# KB-3-1 cytotox = kills parental KB-3-1 adenocarcinoma cells; KB-3-1 viability, CellTiter-Glo ATP luminescence, 72 h; Potency, µM (series often up to 46.1 µM), without a hit: at the top dose activity change, negative = cytotoxic, most hits filed as cytotoxic; 1.4% of 400,000 active; further: potency means the concentration at half of the fitted maximal effect; on the % scale 0 is the no-effect control and ±100 the full control effect; nearly all actives have a fitted effect of over 60% in size
#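 72 h, 37 °C compound treatment of KB-3-1 parental cells; CellTiter-Glo added, 10 min, luminescence read. Data corrected against DMSO-only plates and normalized before curve fitting.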
# S2 tox = reduces viability in counter-screen for ATXN expression inhibitors | 0.49% of 400,000 active | Potency, µM (highest dose often 56.7 µM), usual class: cytotoxic | S2 cells (HEK-293 line with an ATXN2-luciferase reporter) viability, CellTiter-Fluor protease fluorescence, 24 h | AID 651635; further: potency means the concentration at half of the fitted maximal effect; nearly all actives have a fitted effect of over 40% in size
# KB-V1 MDR tox = KB-V1 MDR subline cytotoxicity; KB-V1 MDR cells viability, CellTiter-Glo, 72 h; 3.4% of 400,000 active; AID 1347076; Potency, µM (series often up to 46.1 µM), for the others: top-dose activity change, negative = cytotoxicity, most hits filed as cytotoxic; further: potency means the concentration at half of the fitted maximal effect; on the % scale 0 is the no-effect control and ±100 the full control effect; nearly all actives have a fitted effect of over 60% in size
#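 KB-V1 cells (P-gp-expressing MDR subline of KB-3-1) in phenol-red-free DMEM with 10% FBS were exposed to library compounds over a concentration series for 72 h at 37 degrees C. Viability read by CellTiter-Glo luminescence; concentration-effect curves fitted after normalization.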
# MCF10A rereplic = DNA re-replication induction in MCF 10a cells; MCF 10A DNA re-replication, Hoechst nuclear intensity, 48 h; Potency, µM (titrated, usually from 46.1 µM), without a hit: at the top dose activity, positive = re-replication, usual class: activators; 2.9% of 350,000 active; further: potency means the concentration at half of the fitted maximal effect; % of control where 0% means no effect; nearly all actives have a fitted effect of over 50% in size
# HT1080-NT tox = kills 2HG-producing HT-1080-NT fibrosarcoma cells; HT-1080-NT fibrosarcoma viability, CellTiter-Glo ATP luminescence, 48 h; Potency, µM (top dose mostly 46.1 µM), without a hit: at the top dose activity, negative = less viability, hits mostly cytotoxic; 1.6% of 360,000 active;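 further: NT is the 2HG producing partner of a matched IDH1 knockdown line; potency means the concentration at half of the fitted maximal effect; 0% = DMSO-treated cells and -100% = media-only wells without cells; nearly all actives have a fitted effect of over 55% in size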
#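 HT-1080-NT fibrosarcoma cells (2HG-overproducing), 750 cells/well in RPMI with 5% FBS, dosed after 2 h and incubated 48 h at 37C. CellTiter-Glo luminescence normalized to DMSO and no-cell wells; concentration-response curves fitted and classed.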
# IL1B secr inh = inhibitors of inflammasome signaling (IL-1 beta secretion). activity change, % at 57.5 µM. THP-1 LPS/ATP IL-1B secretion, AlphaLISA, 16 h; stronger effect = lower value. 4.7% of 360,000 active. AID 743279; in the data active means activity change below about -50%; inconclusive means mostly about -30% to -49%; further: on the % scale 0 is the no-effect control and ±100 the full control effect
#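 Secreted IL-1B measured by AlphaLISA bead assay after 16 h compound exposure of THP-1 cells; compounds (final up to 57.5 uM) added 1 h before LPS (250 ng/mL) and ATP (1.25 mM) stimulation; lower signal means less secretion.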
# HT1080 IDH1KD tx = kills HT-1080 cells with IDH1 knockdown; Potency, µM (highest dose often 46.1 µM), without a hit: at the top dose activity, negative = toxicity, most hits filed as cytotoxic; HT-1080 IDH1 knockdown viability, ATP luminescence, 48 h; AID 686971; 2% of 360,000 active;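 further: potency means the concentration at half of the fitted maximal effect; 0% = DMSO wells and -100% = cell-free medium wells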
#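 HT-1080-IDH1KD cells (IDH1 knocked down), 750/well in RPMI with 5% FBS, treated with compound 48 h at 37 degrees C. Viability by CellTiter-Glo luminescence, normalised to DMSO and no-cell wells; concentration-response curves classed.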
# SW480 rereplic = DNA re-replication induction in SW480 cells; AID 624297; 1.8% of 340,000 active; SW480 DNA re-replication, Hoechst DNA content imaging, 48 h; Potency, µM (series often up to 46.1 µM), without a hit: at the highest dose re-replication activation, most hits filed as activators; further: potency means the concentration at half of the fitted maximal effect; % of control where 0% means no effect; nearly all actives have a fitted effect of over 55% in size
#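 250 cells/well; 23 nL cpd via pin tool; 48 hr, 37 C, 5% CO2; Hoechst 40 min; imager read of total nuclear intensity, ex 405/em 500-530 nm.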
# ATXN2 expr inh = reduces ATXN2 reporter expression in HEK-293 cells | Potency, µM (top dose mostly 57 µM), inactives show top-dose activity change, negative = inhibition, usual class: inhibitors | AID 1745845 | 0.72% of 360,000 active | HEK-293 ATXN2-luciferase reporter, luminescence, 24 h; further: potency means the concentration at half of the fitted maximal effect; on the % scale 0 is the no-effect control and ±100 the full control effect; nearly all actives have a fitted effect of over 55% in size
#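 ATXN2-luciferase reporter cells (luciferase flanked by upstream and downstream ATXN2 gene portions) were treated 24 h at 37 °C with compounds at up to 57 uM. SteadyGlo luminescence gave expression; GF-AFC fluorescence gave viability.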
# * marks the source's active call; other numbers are inactive results; i = inactive; ? = inconclusive; · = no result given; [ ] = dose if it differs, or a comment. Unless noted, the call rests on the fitted dose curve; in most records, active means well fitted curve in the direction sought with a large enough effect; inconclusive means small, poorly fitted or top-dose-only effect, or another doubt; inactive means no such curve, though single readings can be large; an effect the other way counts as inactive or inconclusive.
SMILES,KB-3-1 cytotox,S2 tox,KB-V1 MDR tox,MCF10A rereplic,HT1080-NT tox,IL1B secr inh,HT1080 IDH1KD tx,SW480 rereplic,ATXN2 expr inh
O=C(CN(C(=O)CNS(=O)(=O)c1ccccc1)c1ccc(Cl)cc1)NCC1CCCO1 (stereo not drawn),3%,i,2%,-2%,7%,-4,9%,-1%,-5%
Cc1nnc2sc(COc3ccccc3)nn2c1=O,-2%,i,?,-5%,11%,1,10%,-4%,2%
CCOC(=O)c1c(NC(=O)CSc2nc3ccccc3c(=O)n2-c2ccc(F)cc2)sc(C(C)=O)c1C,-2%,i,-4%,?,-2%,4,-5%,-7%,-19%
Cc1ccc(O)c(C(=O)c2cnc3c(c2)COc2ccccc2-3)c1,0%,i,0%,?,3%,-13,-5%,-20%[9.22 µM],6%
Cn1c(NC(=O)Cc2ccc(F)cc2)cc(=O)n(C)c1=O,?,i,13%,0%,4%,-6,4%,-23%,-3%
O=C(CN1CCCCC1)Nc1ccccc1NC(=O)CN1CCCCC1,-4%,i,-28%,-16%,-3%,-1,0%,-7%,1%
COc1ccc2c(CC(=O)OCC(=O)Nc3sc4c(c3C#N)CCC(C)C4)coc2c1 (stereo not drawn),17%,i,-15%,24%,7%,8,6%,5%,5%
Cc1nn(-c2ccccc2)c(C)c1C(=O)NCc1cccs1,0%,i,-27%,1%,7%,0,14%,-108%[inhibitor],9%
CCC1CCc2sc(C(=O)NCC(c3ccc(OC)cc3)N3CCOCC3)cc2C1 (stereo not drawn),-2%,i,-9%,25%,-24%,-17,-22%,4%,·
Cc1ccccc1NC(=O)C(C)c1cccc(C(=O)c2ccccc2)c1 (stereo not drawn),-9%,i,?,-6%,5%,27,12%,0%,10%
CC1CN(c2snnc2C=C2C(=O)OC(C)(C)OC2=O)CC(C)O1 (stereo not drawn),3%,?,0%,-3%,12%,-80*,1%,10%,-1%[11.3 µM]
Cc1ccc(NC(=O)c2cc(F)c(F)cc2Cl)nc1,14%,i,-5%,10%,4%,11,3%,-1%,4%
CCOc1ccc(C(=O)c2cn(Cc3ccc(Cl)cc3)c3cc(OC)c(OC)cc3c2=O)cc1,?,16µM*,?,·,·,·,·,·,-7%
O=S(=O)(CCSc1nc2ccccc2o1)Cc1ccccc1,0%,i,?,?,5%,-26,-20%,0%,6%
CCOc1ccc(NC(=O)C2CC(=O)N(CCc3ccc(OC)c(OC)c3)C2)cc1OCC (stereo not drawn),2%,i,-19%,18%,-3%,-3,2%,-8%,·
Cc1ccc(C(=O)c2cn(-c3ccc(F)c(Cl)c3)nn2)cc1,-2%,i,2%,4%,14%,?,4%,11%,7%
Cn1c(COc2ccc(Cl)cc2)nnc1SCC(=O)NC1CCCC1,17%,i,17%,6%,-1%,-14,0%,-17%,5%
C[C@H](CO)N1C[C@H](C)[C@@H](CN(C)Cc2ccc(C(=O)O)cc2)Oc2c(NS(=O)(=O)c3cn(C)cn3)cccc2C1=O,14%,i,-3%,?,2%,20,0%,-5%,44%[activator]
CCCNC(=O)CCCN1C(=O)c2ccccc2Sc2ncccc21,0%,i,-6%,-13%,13%,-8,14%,1%,10%
Cc1cc(S(=O)(=O)N2CCN(Cc3noc(CCC(=O)N4CCCCC4)n3)CC2)ccc1F,0%,i,16%,·,·,·,·,·,2%
CC[n+]1c(/C=C/c2ccc(N(C)C)cc2)ccc2ccccc21,?,·,?,-29%,10µM*,-99*,10µM*,-4%,?
Cc1cc(=O)[nH]c(N/N=C/c2ccc3c(c2)OCCO3)n1,1%,i,-2%,-6%,8%,-22,17%,-3%,13%
CCOC(=O)Cc1c(Cl)c2ccccc2[nH]c1=O,0%,i,14%,-1%,3%,-5,-5%,-7%,-4%
CCc1ccc(N2CC(C(=O)NCC(C)(C)N3CCOCC3)CC2=O)cc1 (stereo not drawn),-1%,i,17%,-2%,3%,21,2%,2%,·
CCCCN1C(=O)CCC(C(=O)O)C1c1ccc(OC)cc1 (stereo not drawn),-6%,i,17%,3%,2%,8,19%,3%,-16%

# Further structures
SMILES,KB-3-1 cytotox,S2 tox,KB-V1 MDR tox,MCF10A rereplic,HT1080-NT tox,IL1B secr inh,HT1080 IDH1KD tx,SW480 rereplic,ATXN2 expr inh
COc1cc(SC)ccc1C(=O)Nc1ccc(OCC(=O)N2CCOCC2)cc1,8%,i,?,-5%,-8%,·,0%,-5%,-23%
COC(=O)Cc1cc(=O)[nH]c(/N=C(\N)Nc2ccc(C)cc2C)n1,17%,i,0%,11%,10%,39,16%,-6%,5%
O=C(O)c1cccc(S(=O)(=O)Nc2ccccc2Oc2ccccc2)c1,2%,?,0%,·,10%,1,7%,·,·
O=C(COC(=O)CCS(=O)(=O)c1ccccc1)NNC(=O)c1ccc([N+](=O)[O-])cc1,7%,i,21%,·,1%,-5,-1%,·,·
CC#CCN1c2ccccc2[C@]23C[C@@H](C(=O)OC)N(C(=O)OCC)C2=NC(C(=O)OC)=C(C(=O)OC)[C@H]13,1%,i,-3%,15%,5%,36,1%,2%[9.22 µM],0%
O=C(Nc1ccccc1)c1ccc[nH]1,-1%,i,1%,2%,10%,-4,8%,-47%[inhibitor],·
CC(C)(C)c1ccc(CC(=O)N2CCC2(C)C(=O)NS(=O)(=O)c2cccc(C#N)c2)cc1 (stereo not drawn),-2%,i,-9%,·,-3%,-11,4%,·,-23%
O=S(=O)(c1ccccc1)N1CCc2ccccc21,7%,i,-1%,1%,?,16,17%,-10%,-20%
Cc1cccc(C(C)n2nnc3ccccc32)c1O (stereo not drawn),0%,i,1%,5%,-17%,32,-1%,-6%,1%
Cc1cc(NC(=O)CC(C)C)c(=O)n(Cc2cccc(F)c2)c1,-9%,i,9%,5%,-3%,-10,-1%,1%,·
CC(=O)CSc1nnc2cc(C)c3ccccc3n12,2%,i,-16%,-4%,17%,-12,14%,-3%,-1%
CCNc1nc(NCC)nc(N/N=C/c2ccc([N+](=O)[O-])o2)n1,?,i,21µM*,10%,-7%,7,-11%,?,-18%
CCCCNC(=O)COC(=O)c1c2c(nc3ccccc13)/C(=C\c1cccs1)CC2,?,·,?,?,-19%,-12,-26%,?,2%
Cc1ccc(CSc2nnc(-c3cccs3)n2C)cc1,-11%,i,-14%,-14%,0%,-20,-9%,3%,15%
O=C(Nc1ccc(Cl)c(C(F)(F)F)c1)C1Cc2c(-c3ccc4c(c3)OCO4)ccnc2O1 (stereo not drawn),0%,i,-12%,·,?,-3,21µM*,·,?
Cc1noc(C)c1COc1ccccc1C(=O)NNC(=O)c1ccc(F)cc1,21%,i,10%,-1%,19%,-23,7%,-14%,·
Cc1ccc(OCC(=O)Nc2cc(Cl)ccc2-n2cncn2)c(C)c1,2%,?,-2%,·,3%,6,-6%,·,·
COc1ccc(/C=C2/CCCC(CN(C)C)C2=O)cc1 (stereo not drawn),?,·,?,2.9µM*,6%,-72*,8.2µM*,9.2µM*,?
COc1ccc(S(=O)(=O)N(C)CC(=O)Nc2ccccc2C(F)(F)F)cc1,-10%,i,0%,-8%,6%,1,0%,4%,3%
COCc1c(C(=O)N2CCN(Cc3c(F)cccc3Cl)CC2)oc2ccccc12,3%,i,3%,?,-5%,-29,-8%,-69%[inhibitor],-9%
CC(=O)Nc1cccc(NC(=O)C2CC(=O)N(C3CCCCC3)C2)c1 (stereo not drawn),·,i,·,-4%,0%,-4,10%,1%,-1%
O=C(O)c1ccc(Cl)c(S(=O)(=O)Nc2cccc(C(=O)Nc3cccc(C(F)(F)F)c3)c2)c1,7%,i,0%,16%,0%,21,0%,3%,-23%
CCOc1ccc(N2CC(C(=O)Nc3cccc(C)c3C)CC2=O)cc1 (stereo not drawn),6%,i,11%,-2%,15%,14,0%,1%,4%
COc1cccc(CN2C(=O)C3(SCC(=O)N3c3cc(C)cc(C)c3)c3ccccc32)c1 (stereo not drawn),?,i,?,·,·,·,·,·,0%

# Screening results deposited in PubChem BioAssay by National Center for Advancing Translational Sciences (NCATS).
